ERAP1 HTS inh – blocks human ERAP1 aminopeptidase activity; Q9NZ08; recombinant ERAP1, Leu-AMC fluorescence, 60 min; inhibition, % at 10.7 µM; 0.15% of 340,000 active; AID 652197;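 active = mean replicate inhibition of at least 30%, or all replicates individually reaching that 30% level; inactive = mean below 30% and not every replicate reaching it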;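 note: 0% = neutral control wells and 100% = L-leucinethiol positive control wells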
RAD54 branch – RAD54 (human) branch migration inhibition; Q92698; RAD54 Holliday junction branch migration, FAM/BHQ fluorescence; inhibition, % at 10.4 µM; 0.14% of 360,000 active;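 active = mean normalized replicate activity at least 40 and at least half of replicates scoring 40 or more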;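 note: 0% = median of neutral control wells and 100% = median of positive control wells; inhibitors cause a drop in the FAM fluorescence signal; in these data hits start at about 50%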
Target sequence (Q92698 whole entry, looked up): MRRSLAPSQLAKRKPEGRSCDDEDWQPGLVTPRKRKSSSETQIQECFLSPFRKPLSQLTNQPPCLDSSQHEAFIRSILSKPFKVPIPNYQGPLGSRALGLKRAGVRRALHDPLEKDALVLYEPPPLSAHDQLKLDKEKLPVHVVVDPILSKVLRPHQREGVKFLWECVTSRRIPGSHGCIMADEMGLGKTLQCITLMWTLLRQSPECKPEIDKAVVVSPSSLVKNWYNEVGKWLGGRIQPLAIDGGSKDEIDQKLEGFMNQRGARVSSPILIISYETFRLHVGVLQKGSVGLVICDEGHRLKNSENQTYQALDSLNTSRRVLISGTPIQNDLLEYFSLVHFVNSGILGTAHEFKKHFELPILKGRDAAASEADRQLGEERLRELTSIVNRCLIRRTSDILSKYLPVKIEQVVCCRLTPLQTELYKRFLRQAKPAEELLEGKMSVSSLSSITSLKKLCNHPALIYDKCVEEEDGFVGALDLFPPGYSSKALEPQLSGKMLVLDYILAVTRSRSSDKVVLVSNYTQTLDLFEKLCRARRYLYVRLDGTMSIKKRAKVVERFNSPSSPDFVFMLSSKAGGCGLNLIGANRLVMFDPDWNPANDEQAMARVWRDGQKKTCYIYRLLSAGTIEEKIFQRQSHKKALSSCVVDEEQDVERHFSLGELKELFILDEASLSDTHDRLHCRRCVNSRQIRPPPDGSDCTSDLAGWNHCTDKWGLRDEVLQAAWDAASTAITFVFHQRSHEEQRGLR
ERp5 block – blocks human ERp5 reductase activity on insulin; Q15084; ERp5 insulin aggregation, absorbance 650 nm, 90 min; inhibition, % at 9.99 µM; 0.05% of 350,000 active;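 active = mean replicate inhibition above about 25%, with every replicate also reaching it, limit read from the data, passing the limit was not always enough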
XiGFP reactiv – X-chromosome reactivation activator; XiGFP mouse fibroblasts, % GFP-positive cells imaging, 3 d; cells co-treated with 5-aza-dC sensitizer; scaled so ellipticine positive control = 100%; AID 743238; activation, % at 7.58 µM; 0.055% of 360,000 active;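 active = mean normalized replicate activation at least 10% and every replicate at or above 10%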;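 note: 0% = median of on-plate neutral control wells and 100% = ellipticine 6 µM median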
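Assay system – SV40-immortalized XiGFP fibroblast cells, line 68-5-11 · Buffer or medium – DMEM supplemented with 5-aza-dC as sensitizing agent · Dosing – one concentration, pinned · Benchmarks – positive control ellipticine, 6 µM final · Times – 3 days compound exposure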
S100A4 inh HTS – blocks human S100A4 binding to myosin IIA peptide; P26447; 0.14% of 360,000 active; inhibition, % at 10.7 µM; S100A4/TAMRA-MyoIIA peptide fluorescence polarization;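 active = mean inhibition of at least 70% across replicates, with every replicate also reaching that level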
Target sequence (P26447 whole entry, looked up): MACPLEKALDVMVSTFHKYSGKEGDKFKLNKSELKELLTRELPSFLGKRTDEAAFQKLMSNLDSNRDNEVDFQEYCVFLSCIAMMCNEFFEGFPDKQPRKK
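Compound dosing: one dose per compound; test system: human S100A4 monomer with TAMRA-labelled myosin IIA peptide; probe or stimulus: TAMRA-labelled myosin IIA heavy-chain peptide probe, 5 nM; medium: HEPES buffer with Ca2+, pH 7.2; schedule: 5 min incubation before reading; benchmarks: neutral control DMSO, positive control TFP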
esBAF inh – SWI/SNF esBAF complex inhibition. 2% of 350,000 active. AID 602393. mouse ES cells, Bmi1-luciferase knock-in reporter, 24 h; 100% = twice the neutral-well signal. reporter increase, % at 12.5 µM; in the data active = activation above about 40%;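 note: 0% = median of the plate's neutral control wells and 100% = double that signal; a rise in the Bmi1 reporter signal indicates esBAF inhibition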
E-selectin induc – E-selectin induction on HUVECs. P16581. HUVEC E-selectin immunofluorescence imaging; normalized: neutral wells 0, TNF-alpha wells 100. activation, % at 7.58 µM. 0.37% of 260,000 active;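 active = mean E-selectin-positive cell signal at least 10% of the positive control, reached in at least 60% of replicates, without over 20% cell loss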;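 note: in these data hits start at about 27%; measured in HUVEC primary endothelial cells; signal is the percent of cells scored E-selectin positive by PE staining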
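Material: HUVEC primary endothelial cells; Amount: 3,000 cells per well; Dosing: single concentration; Medium: EGM-2 growth medium on 0.1% gelatin-coated wells; Read-out basis: percent E-selectin-positive cells; Signal: immunofluorescence imaging; Control set: TNF-alpha, DMSO.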
RAD52 inh – RAD52 (human) annealing inhibition | P43351 | recombinant RAD52 DNA annealing, FRET fluorescence | inhibition, % at 18.7 µM | 0.46% of 360,000 active | AID 651710;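 active = every replicate showing at least 50% inhibition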
* marks the source's active call; other numbers are inactive results; · = not tested or not shown. This is a random part of the collection. Share with any hit: about 2.5%.

no.	structure	E-selectin induc	RAD52 inh	ERAP1 HTS inh	XiGFP reactiv	RAD54 branch	S100A4 inh HTS	esBAF inh	ERp5 block
1	CCCNC(=O)N1[C@H](CO)[C@@H](c2ccc(C3=CCCC3)cc2)[C@@H]1CNC(=O)CC	0.1	·	·	0.0	-3	·	-1	·
2	C[C@H]1CN(c2ccc(N3CCNC[C@@H]3C)cc2C#N)CCN1Cc1ccccc1	-0.2	8	2	0.1	·	-21	·	4
3	Cc1ccc(Cl)cc1C1=CC(=O)C[C@H](c2ccc(F)cc2)C1	1.3	-19	10	0.1	-5	2	-1	6
4	COc1ccc(NC(=O)C(Sc2nnc(-c3ccncc3)n2-c2ccccc2C)c2ccccc2)cc1Cl (configuration not stated)	·	-21	0	0.1	-14	2	·	-1
5	COc1ccc(CNC(=O)[C@H](C)N2C(=O)N3CCc4c([nH]c5ccc(OC)cc45)[C@@]3(C)C2=O)cc1	·	-11	3	·	0	-3	10	3
6	CCOCCCNC(=O)C(c1ccc(C)cc1)N(Cc1cccs1)C(=O)CNC(C)=O (configuration not stated)	0.0	-8	-1	0.0	2	-7	-2	-3
7	CC(C)N=C(NS(=O)(=O)c1cccs1)c1ccccc1	-0.1	7	-3	-0.1	12	-2	·	8
8	COC(=O)C[C@H]1CC[C@H]2[C@H](COc3ccc(NC(=O)NC(C)C)cc3C(=O)N2C)O1	-0.1	3	-2	0.4	4	8	-7	-3
9	C[C@]1(CC/C(=C/CO)CO)[C@H](C=O)CC[C@@]23COC(=O)C2=CCC[C@@H]31	·	-6	-1	·	-6	4	6	0
10	C[C@H](CO)N1C[C@H](C)[C@H](CN(C)Cc2ccc3c(c2)OCO3)Oc2ccc(NC(=O)Nc3ccc(C(F)(F)F)cc3)cc2CC1=O	1.2	4	0	0.1	5	3	-1	2
11	O=C(CN1C(=O)NC2(CCCCC2)C1=O)N(Cc1ccco1)Cc1cccs1	·	-20	-1	0.1	-3	0	-3	-1
12	CC(OC(=O)c1cccc(S(=O)(=O)N2CCN(C)CC2)c1)C(=O)Nc1ccc(C(N)=O)cc1 (configuration not stated)	·	-8	-2	0.1	2	0	-5	6
13	COc1ccc2nc(NC(=O)CN3C(=O)NC4(CCCC4)C3=O)sc2c1	1.3	0	3	0.1	·	0	6	-2
14	CCOc1c(OC)cccc1C1CC(=O)Nc2cc3c(cc21)OCCO3 (configuration not stated)	1.1	-4	1	0.0	-3	3	5	6
15	COc1ccc(C(=O)OCC(=O)Nc2cccc(S(=O)(=O)N3CCCCCC3)c2)cc1[N+](=O)[O-]	1.6	7	-2	0.1	4	0	0	0
16	CC1=NN(c2ccccc2)C(=O)/C1=C\c1cn(CCC#N)nc1-c1ccc(Cl)cc1	·	-14	1	0.0	·	3	·	-2
17	NS(=O)(=O)c1ccc(S(=O)(=O)N2CCN(C3CCCC3)CC2)cc1	·	5	0	0.1	·	-1	-5	2
18	CC(=O)Oc1ccc2c(=O)c(-c3nc4ccccc4s3)coc2c1	11	-13	-5	0.0	·	0	·	-2
19	CCC(C)NCCOCCOc1ccc(Cl)cc1Br (configuration not stated)	2.3	-8	-2	-0.1	6	-5	-8	6
20	CCOC(=O)C1=C(COC(=O)CNC(=O)c2ccc(Cl)cc2Cl)NC(=O)NC1C (configuration not stated)	·	-3	2	0.0	-13	-20	·	2
21	N#Cc1ccc(-c2ccc([C@@H]3[C@H]4CN(C(=O)C5CC5)CC(=O)N4[C@H]3CO)cc2)cc1	0.2	13	2	0.0	·	39	·	3
22	Cc1ccc(NC(=O)C2CCN(S(=O)(=O)c3ccc4c(c3)NC(=O)C(C)S4)CC2)cc1C (configuration not stated)	·	-35	1	0.4	-8	-8	-29	13
23	CN(CC(=O)Nc1ccccc1C(F)(F)F)Cc1c(O)ccc2ccccc12	26	-17	3	0.1	9	-3	0	0
24	O=C(NCCc1cccc(Cl)c1)c1ccc(OC2CCN(Cc3ccccn3)CC2)cc1	·	-69	-1	0.1	-1	0	-27	·
25	O=C(CNc1ccccc1N1CCCC1=O)Nc1cc(C(F)(F)F)ccc1-n1cncn1	0.3	-2	0	-0.1	-7	-1	1	4

The listing continues:
no.	structure	E-selectin induc	RAD52 inh	ERAP1 HTS inh	XiGFP reactiv	RAD54 branch	S100A4 inh HTS	esBAF inh	ERp5 block
26	Cc1ccc(OCc2n[nH]c(=S)n2-c2ccccc2)cc1C	·	-16	10	0.2	·	-4	·	-6
27	COc1cccc(-c2ccc([C@@H]3[C@@H](CO)N4CCCCN(CC5CC5)C[C@@H]34)cc2)c1	-0.1	2	2	0.3	4	-10	-2	15
28	CO[C@H](CN(C)C(=O)C1CC1)[C@@H](C)CN(C(=O)Nc1ccc(C(F)(F)F)cc1)[C@H](C)CO	0.0	1	-5	0.1	8	2	-1	14
29	CN(C)CC#Cc1ccc([C@@H]2[C@@H](CO)N3CCCCN(C(=O)Nc4ccccc4F)C[C@@H]23)cc1	-0.1	54*	0	0.0	-13	-2	4	-2
30	COc1ccc(Cl)cc1NC(=O)COC(=O)c1ccc(Cl)nc1	-0.4	-251	1	0.0	3	12	-2	3
31	CC(Sc1ccc(Cl)cc1)C(=O)NNC(=O)c1ccco1 (configuration not stated)	-0.4	-13	2	0.4	·	26	-3	-9
32	COCC(=O)Nc1ccc2c(c1)[C@H]1C[C@H](CC(=O)NCc3cccc(F)c3)O[C@@H](CO)[C@H]1O2	0.2	-9	0	0.0	3	-6	0	5
33	Cc1cccc(S(=O)(=O)N2CC[C@@H]3[C@H]2c2cc(C#Cc4ccc(F)cc4)ccc2N[C@@H]3CO)c1	-0.8	-13	4	0.3	-9	56	1	1
34	C=CCn1c(C)nc2c(sc3nc4c(cc32)COC(C)(C)C4)c1=O	·	-8	-3	-0.1	·	-5	·	4
35	C[C@H]1CCCCO[C@@H](CN(C)C)[C@@H](C)CN([C@@H](C)CO)C(=O)c2cc(NC(=O)c3ccncc3)ccc2O1	0.1	-24	2	0.1	4	-1	2	2
36	Cc1ccc(Cc2c(-c3cccc(Cl)c3)nc3ccc(Cl)cn23)cc1	·	-51	0	-0.1	-3	-19	1	1
37	CO[C@@H]1CC[C@H]2CCOc3c(C#N)cccc3C(=O)N(C)[C@@H](C)C(=O)N(C)C[C@H]1O2	0.1	8	6	-0.1	-19	1	-5	1
38	CN(CC(=O)N(C)CC(=O)Nc1c(Cl)cccc1Cl)Cc1ccc(Br)s1	-0.5	-19	-1	5.5	0	-2	-2	5
39	O=C(CCCN1C(=O)/C(=C/c2ccccc2Cl)SC1=S)NNC(=O)c1ccc(Cl)cc1	-0.2	-140	·	-0.2	·	0	·	3
40	C/C(=N\Nc1cc(N2CCOCC2)ncn1)c1ccc(O)cc1	1.9	1	3	0.0	-8	4	-8	-9
41	C[C@H](CO)N1C[C@H](C)[C@H](CN(C)C(=O)c2ccncc2)OCCCC[C@H](C)Oc2ccc(NC(=O)CCCCCC(=O)Nc3ccccc3N)cc2C1=O	0.0	-21	-1	-1.2	-2	2	-1	0
42	Cc1occc1C(=O)Nc1ccc2c(c1)CCC2	·	-5	-1	·	·	1	·	1
43	COc1ccc(-n2c(CN3CCN(c4ccccc4)CC3)nc3ccc([N+](=O)[O-])cc3c2=O)c(OC)c1	0.1	-7	0	0.0	·	0	·	1
44	CC(NC(=O)c1ccc(Cl)cc1)C1CC2CCC1C2 (configuration not stated)	0.1	-8	-1	0.3	5	3	3	-4
45	Cc1c(N(C(=O)CNC(=O)c2ccccc2)C2(C(=O)NC3CCCC3)CCCCC2)c(=O)n(-c2ccccc2)n1C	4.9	-20	-3	-0.1	1	-4	-4	1
46	Clc1ccc(CSc2ncnc3c2ncn3C2CCCCO2)cc1 (configuration not stated)	-1.9	0	-1	0.1	-2	-5	33	-6
47	C=CCN1CC(O)=C(c2nc3ccccc3[nH]2)C1=N	·	-3	6	0.1	-6	-1	35	-1
48	CCNc1ccc(P(=O)(c2ccccc2)c2ccccc2)cc1	·	-7	-4	0.0	·	6	·	-4
49	Cc1c(C)n2c(SCC(=O)N3CCOCC3)nnc2[nH]c1=O	0.4	5	4	0.2	-14	-2	0	1
50	COc1ccccc1CN1C(=NC(=O)C2CCCCC2)SC2CS(=O)(=O)CC21 (configuration not stated)	0.0	-11	3	0.0	·	5	·	1

Numbers 31 through 34 of the list above:
no.	structure	E-selectin induc	RAD52 inh	ERAP1 HTS inh	XiGFP reactiv	RAD54 branch	S100A4 inh HTS	esBAF inh	ERp5 block
31	CC(Sc1ccc(Cl)cc1)C(=O)NNC(=O)c1ccco1 (configuration not stated)	-0.4	-13	2	0.4	·	26	-3	-9
32	COCC(=O)Nc1ccc2c(c1)[C@H]1C[C@H](CC(=O)NCc3cccc(F)c3)O[C@@H](CO)[C@H]1O2	0.2	-9	0	0.0	3	-6	0	5
33	Cc1cccc(S(=O)(=O)N2CC[C@@H]3[C@H]2c2cc(C#Cc4ccc(F)cc4)ccc2N[C@@H]3CO)c1	-0.8	-13	4	0.3	-9	56	1	1
34	C=CCn1c(C)nc2c(sc3nc4c(cc32)COC(C)(C)C4)c1=O	·	-8	-3	-0.1	·	-5	·	4

Next entries
no.	structure	E-selectin induc	RAD52 inh	ERAP1 HTS inh	XiGFP reactiv	RAD54 branch	S100A4 inh HTS	esBAF inh	ERp5 block
51	COc1cccc(C(=O)N2CCOCC2)c1OC	·	-9	3	0.0	·	-2	·	-1
52	COc1cc2c(cc1OC)/C(=C/C(=O)OCc1ccccc1)OC2	0.3	-43	-1	-0.1	·	12	·	-1
53	Cc1cc(C)c(NC(=S)N(C)C)c(C)c1	-4.1	0	2	0.0	·	-1	·	3
54	COc1ccccc1N(CC(=O)NCCSCc1ccccc1Cl)S(C)(=O)=O	0.3	-12	2	0.1	-4	-4	-5	2
55	C[C@@H]1CCCCO[C@@H](CN(C)S(=O)(=O)c2cccs2)[C@@H](C)CN([C@H](C)CO)C(=O)c2cc(NC(=O)Nc3cccc4ccccc34)ccc2O1	-0.2	·	·	-0.6	4	·	3	·
56	CC1CN(C(=O)CCC(=O)NCc2ccc(Cl)cc2)c2ccccc2O1 (configuration not stated)	·	-7	-1	-0.1	-2	13	-1	-1
57	CC(=O)N1CCN(C(=O)CCc2nc3ccccc3c(=O)[nH]2)CC1	·	-16	2	·	-14	-5	-1	7
58	Cc1nc(C)n(CCNC(=O)c2ccco2)n1	·	-6	-3	0.2	9	-2	-8	3
59	Cc1ccc(S(=O)(=O)N2c3ccc(S(N)(=O)=O)cc3CC2C)cc1 (configuration not stated)	·	-17	3	0.0	-1	-4	10	-5
60	CCCC#Cc1cnc2c(c1)C(=O)N([C@@H](C)CO)C[C@@H](C)[C@@H](CN(C)C(=O)c1ccccc1)O2	0.7	3	-2	-0.6	3	4	-1	0
61	COc1ccc(OC)c(CCNC(=O)c2cccc(NC3=NC4CS(=O)(=O)CC4S3)c2)c1 (configuration not stated)	·	-8	1	0.0	10	-1	6	3
62	Cc1cc(C)n2nc(-c3ccco3)nc2n1	1.1	-25	-3	0.0	·	-2	·	2
63	Cc1ccnc(NS(=O)(=O)c2ccc(NS(=O)(=O)c3ccc([N+](=O)[O-])cc3)cc2)n1	·	-7	-3	0.3	-8	-3	0	5
64	C[C@H](CO)N1C[C@H](C)[C@H](CN(C)C(=O)c2ccccc2)OCCCC[C@H](C)Oc2ccc(NC(=O)Nc3ccccc3)cc2C1=O	·	-5	2	-0.1	-24	-15	-2	-2
65	CC(Sc1nc(N2CCOCC2)c2c(c1C#N)CC(C)(C)OC2)C(=O)O (configuration not stated)	-0.3	-7	-2	0.1	-1	-3	-1	4
